# GalR3 antagonist = GalR3 antagonists in HEK293 cells, primary screen, cell-based, fluorescence readout. inhibition, % at 3 µM. 360,000 tested, 0.44% active. HEK293 GalR3-CNG cAMP membrane potential fluorescence; galR3 body fused to GalR1 C-terminus. AID 651719, 2012;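 active = inhibition above the screen-wide average plus 3 SD, cut at about 13% in these data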;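 also: forskolin and galanin both at EC90 stimulate the cells; cAMP rise reported by CNG channel membrane potential dye signal; 0% = forskolin plus galanin with DMSO and 100% = forskolin alone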
# Target sequence (O60755 1-299 limits assumed): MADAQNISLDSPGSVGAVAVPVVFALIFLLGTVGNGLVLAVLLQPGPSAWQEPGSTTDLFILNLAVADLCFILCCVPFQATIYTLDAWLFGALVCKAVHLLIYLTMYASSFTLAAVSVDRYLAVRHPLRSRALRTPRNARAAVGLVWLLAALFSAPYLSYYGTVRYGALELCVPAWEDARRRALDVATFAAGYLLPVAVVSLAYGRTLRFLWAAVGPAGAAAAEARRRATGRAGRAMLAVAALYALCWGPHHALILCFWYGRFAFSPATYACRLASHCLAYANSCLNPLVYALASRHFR
# CRFR2-BP antag = antagonists of CRF-BP/CRF-R2 complex, primary screen, cell-based, HEK293, calcium dye fluorescence, uHTS. AID 588475, 2011. CRF-induced calcium fluorescence. inhibition, % at 11.8 µM. 350,000 tested, 0.59% active;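 active = inhibition of the ligand-induced calcium signal above about 50% at the single tested concentration, limit read from the data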
# NS3 helicase inh = inhibitors of HCV NS3 helicase, primary screen, biochemical, Cy5 molecular beacon fluorescence; NS3 helicase DNA unwinding; AID 1800, 2009; Hepatitis C virus NS3 helicase; inhibition, % at 10.9 µM; 290,000 tested, 0.56% active;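 active = inhibition above the mean of all tested compounds plus 3 SD, set per campaign, cut at about 35% in these data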;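 also: 0% = DMSO wells and 100% = thioflavine S control wells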
#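 Compound dosing – single dose, 10.9 µM nominal final, DMSO 0.8% final · System – NS3 helicase fragment of HCV · Buffer or medium – MOPS pH 6.5, MgCl2, DTT, Tween20, BSA · Signal – Cy5 beacon fluorescence read at start and 1 h · Also added – annealed dual-labelled DNA beacon duplex, ATP-started · Schedule – 1 h at 25 °C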
# SUMO HTRF inh = inhibitors of in vitro SUMOylation cascade, primary screen, biochemical, HTRF, uHTS | SUMO-conjugating enzyme UBC9 (Homo sapiens), P63279 | HTRF SUMOylation assay, SAE1/SAE2 + UBC9 | inhibition, % at 35 µM | 290,000 tested, 0.36% active; in the data active = inhibition above about 50%, passing the limit was not always enough; also: strong numbers were not always called active
# Target sequence (P63279 whole entry, looked up): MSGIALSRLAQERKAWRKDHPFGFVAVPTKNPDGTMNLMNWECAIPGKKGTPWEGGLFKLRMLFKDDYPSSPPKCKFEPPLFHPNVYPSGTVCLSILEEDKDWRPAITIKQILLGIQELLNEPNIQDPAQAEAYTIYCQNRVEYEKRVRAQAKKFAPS
# p-CIP stab down = p/CIP-EGFP fusion destabilizers, primary screen, fluorescence, F442A cells | 16 h | decrease of EGFP signal, % at 10 µM | 290,000 tested, 0.01% active | AID 1984, 2009;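 active = EGFP signal decrease of at least 30% at 10 µM or well 3 SD below plate mean, unless failing retest; inactive = the rest, including hits failing retest or dose response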; also: some compounds called inactive have numbers as strong as hits; many of its hits are not listed in these tables
# IDE cell activ = human IDE activators in live cells, primary screen, fluorescence polarization, HEK cells, FAbeta-B substrate | 340,000 tested, 0.073% active | activation, % at 5.96 µM | Insulin-degrading enzyme (Homo sapiens), P14735 | FAbeta-B cleavage; 0% vehicle, 100% cell-free pure enzyme wells;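 active = activation above the mean of all tested compounds plus 3 SD, set per screening campaign, cut at about 17% in these data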
# IMP-1 inh = IMP-1 metallo-beta-lactamase inhibitors, primary screen, biochemical, epi-absorbance readout, Pseudomonas aeruginosa enzyme; metallo-beta-lactamase IMP-1 (Pseudomonas aeruginosa); purified IMP-1, nitrocefin hydrolysis, epi-absorbance fluorescence; inhibition, % at 5.6 µM; 290,000 tested, 0.45% active;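 active = inhibition above the mean plus 3 SD of all compounds in the same screening run, cut at about 4.5% in these data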;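 also: 0% = IMP-1 with DMSO and 100% = DMSO wells lacking enzyme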
#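 System: Purified IMP-1 | Read-out basis: Percent enzyme inhibition | Controls: IMP-1 with DMSO as 0%, enzyme-free DMSO as 100% | Replicates: One well per compound | Doses: 5.6 µM nominal single concentration | Detection: Epi-absorbance fluorescence, 480 nm excitation, 530 nm emission | Incubation: 25 °C, 15 min preincubation, 25 min reaction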
# VIM-2 inh = VIM-2 metallo-beta-lactamase inhibitors, primary screen, biochemical, epi-absorbance readout, Pseudomonas aeruginosa enzyme; 290,000 tested, 0.89% active; purified VIM-2, nitrocefin hydrolysis, epi-absorbance fluorescence; inhibition, % at 5.6 µM;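 active = inhibition above the mean of all tested compounds plus 3 SD, cutoff set per screening run, cut at about 7.5% in these data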;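 also: red hydrolysis product quenches plate fluorescence so inhibitors raise well fluorescence; 0% = enzyme with DMSO and 100% = DMSO without enzyme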
# IDE cell inh = human IDE inhibitors in live cells, primary screen, fluorescence polarization, HEK cells, FAbetaB substrate. 320,000 tested, 0.41% active. Insulin-degrading enzyme (Homo sapiens), P14735. inhibition, % at 5.59 µM. AID 434962, 2010. FAbetaB cleavage;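 active = percent inhibition above the average of all tested compounds plus 3 SD, set per screening campaign, cut at about 16% in these data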;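 also: IDE supplied by intact live HEK cells; FP after avidin binding of uncleaved biotin substrate so inhibition keeps polarization high; 0% = DMSO wells and 100% = 60 µM reference IDE inhibitor Ii1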
# The depositor's hits bear a star; / = not tested or not shown.
SMILES,GalR3 antagonist,CRFR2-BP antag,NS3 helicase inh,SUMO HTRF inh,p-CIP stab down,IDE cell activ,IMP-1 inh,VIM-2 inh,IDE cell inh
CCN(c1ccccc1)S(=O)(=O)c1nnc(NC(=O)C(C)(C)C)s1,-7,-6,-13,18,-25,6,-4.5,-0.8,2
Cc1ccc(OCC(=O)NNC(=S)NC(=O)C(C)(C)C)c(Br)c1,6,-19,-6,-75,-7,8,-3.7,-5.5,-1
c1ccc(-c2csc(Cc3nnc4n3CCCCC4)n2)cc1,-5,-1,-1,36,-2,-12,-2.4,-2.9,10
CN(C)n1cccc1/C=C(\C#N)S(=O)(=O)c1cccc(Cl)c1,-7,16,-5,12,-9,/,-1.1,-0.6,2
COC(=O)c1ccc(/C=C/c2c(-c3ccc(OC)cc3)oc3ccc(N4CCOCC4)cc23)cc1,-4,8,-10,49,-3,5,-4.8,-2.7,3
Cc1cc(C)c2oc(C(=O)N3CCN(Cc4ccccc4)CC3)cc(=O)c2c1,-7,1,-9,16,-6,1,-1.9,1.1,6
COc1ccccc1C(=O)NCC(=O)NCCc1ccc(Cl)cc1,-7,-3,-12,8,-17,3,-1.2,0.4,-7
CCc1ccc([C@@H]2CC=C(C(=O)O)[C@H](c3cccc(Cl)c3)N2S(=O)(=O)c2ccc(C)cc2)cc1,-1,34,/,/,/,-4,/,/,-1
CCOc1ccc(C(C(=O)NC2CCCC2)N(C(=O)CNC(=O)c2ccco2)c2cccnc2)cc1 (stereo not given),-9,-6,3,0,-14,0,-1.4,-0.6,-6
c1ccc(OCc2nnc3sc(C4COc5ccccc5O4)nn23)cc1 (stereo not given),0,-24,12,10,-5,-6,-3.2,-2.2,0
O=C(CSc1nnnn1-c1ccccc1F)Nc1nc2ccccc2s1,-3,22,-1,16,-14,10,-4.1,-2.2,2
O=c1[nH]cccc1-c1nc2cc(Cl)ccc2n1Cc1ccccc1,-9,-10,0,12,-10,7,-4.1,-2.9,-2
Cc1ccc(OCc2cc(C(=O)NCc3cc(F)ccc3C)no2)cn1,-8,-15,-10,1,-1,1,-2.8,-1.7,/
COc1ccccc1NC(=S)NC(=O)c1c(-c2ccccc2Cl)noc1C,15*,-15,-10,7,-7,2,-3.4,-7.4,-3
Cc1ccc(-c2cn3c(=S)[nH]nc3s2)cc1,10,27,-1,-4,-7,-14,-3.7,45*,5
COc1cc(C(=O)OC2CCOC2=O)cc(Cl)c1OC (stereo not given),-9,-10,7,-17,4,3,-1.4,-1.7,1
CCOC(=O)C1C(=O)CC(C)(O)C(C(=O)OCC)C1c1ccc(Br)cc1 (stereo not given),-4,16,3,6,-13,-4,-5.0,-5.3,2
COc1ccc(CN2CCN(c3ncccn3)CC2)c(OC)c1,-5,-48,-4,9,-7,0,-2.2,0.2,4
COC(=O)[C@@]1(Cc2ccc(OC)cc2)[C@H]2c3cc(C(=O)N(C)C)n(C[C@H](O)CO)c3C[C@H]2CN1C(=O)c1ccccc1,/,9,-3,-39,-8,/,-2.4,-2.0,-2
CCC(C(=O)NCc1ccco1)n1nc(C)c2c(C)n(-c3ccccc3)nc2c1=O (stereo not given),-5,11,-9,19,-8,3,-3.0,1.1,-2
O=C1C(=O)N(CCS(=O)(=O)c2ccccc2)c2ccccc21,-3,14,12,4,0,1,-3.5,-1.9,9
CC1CC(C)CN(S(=O)(=O)c2ccc(C(=O)N3CCCC3)cc2)C1 (stereo not given),-1,0,-14,6,9,0,0.0,-0.3,-1
COc1ccc(C(NC(C)=O)c2nccc3cc(OC)c(OC)cc23)cc1OC (stereo not given),23*,7,1,5,-8,2,0.0,-1.0,/
O=C(CCN(NC(=O)c1ccccc1)C1=NS(=O)(=O)c2ccccc21)NC1CCCCC1,-3,26,5,4,0,7,-1.9,-2.0,9
O=C(O)CN1C(=O)CNC1=O,-2,-7,9,-5,-2,4,-3.1,-3.9,-7
O=[N+]([O-])c1cc(-c2ccc(/C=N/c3nc4ccccn4c3-c3ccco3)o2)ccc1Cl,-2,16,20,25,7,1,-1.7,-0.8,-4
Cc1cccc(-c2cc(C(=O)NCc3ccccn3)c3ccccc3n2)c1,0,5,-10,11,-14,2,-1.8,-3.3,-2
O=C(c1cc(Cl)nc2ccccc12)N1CCN(Cc2ccc3c(c2)OCO3)CC1,-6,-5,/,/,/,2,/,/,1
COc1cccc(/C=N/Nc2nc3ccccc3[nH]2)c1OC,-2,-14,-15,6,6,2,-3.1,-2.1,-2
O=C(COC(=O)CSc1nnc(-c2ccc(Cl)cc2)o1)Nc1cc(Cl)cc(Cl)c1,-3,-49,3,3,8,2,-2.5,-1.0,8
Cc1ccc(SCC2=NN(c3nc(C)cc(C)n3)C(=O)C2)cc1,1,-10,21,-64,-10,7,-3.9,-4.7,7
CC(C)(C)NC(=O)CSc1nc2ccccc2n1-c1ccccc1,-5,17,9,12,-10,1,-5.1,-2.1,0
COCCN=C(NS(=O)(=O)c1cccs1)c1ccccc1Cl,-5,3,/,/,/,7,/,/,-2
Nc1ccc(S(=O)(=O)NNC(=O)C(=O)NNc2ccccc2)cc1,-2,4,-5,-3,15,3,-1.0,-0.9,-3
CCCCN(Cc1ccccc1)S(=O)(=O)c1ccc2[nH]c(=O)oc2c1,-1,11,19,37,83,3,-3.1,-4.7,2
CC(=O)c1cc2c(cc1N/C(=N/S(=O)(=O)c1ccc(Br)cc1)c1ccccc1)OCO2,-4,-14,3,35,-1,4,-0.8,-2.0,2
COc1ccc(Cn2ccnc2SCC(=O)Nc2cccc(NC(C)=O)c2)cc1,-4,-5,6,-4,-3,3,-2.8,-1.7,2
CN1CCN(C(=O)C2=C[C@H](c3coc4ccccc4c3=O)C[C@H](OCCCCO)O2)CC1,-8,-6,-2,20,-5,4,-1.9,0.4,9
Cc1cc(N(C)Cc2ccccc2)nc2cc(O)ccc12,-10,0,-20,11,3,-7,0.8,2.6,-8
CC(=O)c1cccc(CN2CCCC(CCC(=O)NCc3ccccc3F)C2)c1 (stereo not given),4,-9,1,10,3,2,-2.9,-0.9,-4
CCOC(=O)c1sc(=NC(=O)c2c(F)cccc2F)n(C)c1C,-2,1,15,5,-2,-1,-2.3,-2.5,8
CS(=O)(=O)c1ccc(C(=O)NNC(=O)c2cc(-c3ccccc3)n[nH]2)cc1,1,-5,/,/,/,4,/,/,-1
Cn1cc(C(=O)Nc2ccc(F)c(Cl)c2)cn1,-2,2,-9,4,-7,-5,-0.8,-2.3,-1
Nc1nc(Nc2ccc(Cl)cc2Cl)nc(C(F)(F)F)n1,6,-8,7,-1,1,0,-4.4,-3.5,-4
Brc1cc2c(cc1CSc1ncccn1)OCO2,-5,12,-10,8,-16,1,-4.3,-3.4,9
CCCN(C(=O)CSc1nnc(-c2ccoc2C)n1N)C1CCS(=O)(=O)C1 (stereo not given),-4,-2,4,-6,-25,7,-0.3,-0.7,-3
C[C@@H](NC(=O)[C@@H]1Cc2ccccc2CN1)C(=O)NC1CCCC1,0,7,1,16,-11,4,-2.4,-1.5,-5
COc1ccc(Cl)cc1C(=O)NCCN(C)C,0,-8,-6,19,-4,3,-2.4,-0.7,3
CN(C)S(=O)(=O)c1ccc(N2CCCC2)c(C(=O)NNC(=O)c2ccc(Br)cc2)c1,0,-8,/,/,/,2,/,/,7
COCCNC(=O)c1cc2c(=O)n(C)c3ccccc3c2n1C,1,-14,2,1,7,5,-4.3,14*,0
NS(=O)(=O)c1ccc(CCNc2nc(CN3CCOCC3)nc3sc4c(c23)CCC4)cc1,-1,1,-1,21,-5,5,-3.1,3.4,-1
CN(Cc1ccccc1)c1ncnc2ccc(Br)cc12,/,-15,-4,-14,-6,-2,-1.9,-1.2,5
Fc1ccc(Cn2nnc3ccccc32)cc1,/,1,2,-6,-19,3,-1.7,-1.1,0
Cn1c(=O)c2c(-c3cccc(F)c3)c3c(nc2n(C)c1=O)-c1ccccc1C3O (stereo not given),/,/,2,7,-4,/,0.4,3.3,/
NC(=O)c1sc2nc3c(c(-c4ccco4)c2c1N)CCCC3,-2,17,10,-12,-2,2,-0.9,1.0,3
C=CCn1c(CSc2nc3ccccc3s2)nnc1SCC(=O)NCCN1CCOCC1,-5,-12,3,18,-6,2,-2.7,-2.5,6
NC1=C([N+](=O)[O-])C(c2ccccc2)C2=C(CCCC2=O)O1 (stereo not given),-3,-9,-7,4,-15,3,0.2,0.0,-4
CC(=O)NCc1ccc(-c2csc(N)n2)s1,-2,-1,4,1,-2,-3,-3.0,-3.7,9
CC1(C)NC(=O)N(CCC(=O)Nc2cc(C(F)(F)F)ccc2Cl)C1=O,-4,-2,/,/,/,4,/,/,-3
CCc1c(C)nc2c(-c3ccccc3OC)c(C)[nH]n2c1=O,-8,-7,-3,16,-6,4,0.0,0.1,1

# (cont.)
SMILES,GalR3 antagonist,CRFR2-BP antag,NS3 helicase inh,SUMO HTRF inh,p-CIP stab down,IDE cell activ,IMP-1 inh,VIM-2 inh,IDE cell inh
CN(C(=O)CSC1=NCCS1)c1ccccc1,-5,24,-10,15,4,2,-3.0,-6.0,-2
COc1ccc(-c2c(C)nn(-c3ccccc3)c2N)cc1OC,-3,-18,4,14,-3,1,-4.4,-2.7,3
CCCC(=O)Nc1nn(CC(C)C)c2nc3cc(C)ccc3cc12,-6,-28,-11,26,-8,4,-0.7,-1.2,-2
CC(NCc1cccs1)C(=O)Nc1cc(Cl)cc(Cl)c1 (stereo not given),-8,3,0,4,-24,2,-2.4,-1.2,-1
CCCN(C(=O)c1cn(CC)c2nc(C)ccc2c1=O)c1c(N)n(Cc2ccccc2)c(=O)[nH]c1=O,-5,2,2,8,-6,-2,-2.6,-2.6,-2
CCCCOc1ncnc2c1[nH]c1ccc(C)cc12,-3,13,4,8,-22,/,-3.3,-3.5,38*
Cc1cccc(C)c1OCc1cc(C(=O)N2CCN(c3ccc(F)cc3)CC2)no1,-1,10,-11,-9,-2,2,-0.5,-0.7,5

# Screening data from PubChem.
